MT1-MMP txn act: MT1-MMP promoter transcription activation. AID 750. activation factor at 10 µM. HT1080 MT1-MMP promoter luciferase reporter, luminescence, overnight; stronger effect = higher value. 86,000 compounds, 0.16% hits;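 active = activation factor of at least 2 for MT1-MMP transcription at 10 µM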
HUVEC tox IL1B: toxic to HUVEC cells under IL-1B stimulation; cell count reduction, % at 2 µM; HUVEC cell count loss, Hoechst imaging, IL-1B stimulated; AID 845; 94,000 compounds, 0.41% hits;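 active = cell count reduction more than 3 SD above the screen-wide mean, cut at about 70% in these data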;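 also: normalized per plate to untreated control cells as the no-loss baseline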
HUVEC tox TNFa: HUVEC cytotoxicity counter-screen, TNF alpha stimulated; cell count reduction, % at 2 µM; HUVEC TNFalpha-stimulated, Hoechst cell count, imaging; AID 848; 93,000 compounds, 0.17% hits;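 active = cell count reduction exceeding the screen mean by over 5 SD, scaled to untreated wells per plate, cut at about 78% in these data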;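 also: cells counted after 24 h of TNF alpha exposure following the 1 h pretreatment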
Calb biofilm kill: kills Candida albicans biofilms. C. albicans biofilm + clotrimazole, Alamar Blue. 85,000 compounds, 0.14% hits. inhibition, % at 6 µM;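 active = inhibition above 20%; inactive = inhibition below 20%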;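 also: preformed 24 hr biofilms exposed to compound for 48 hr; 0% = biofilm without compound and 100% = blank killed by clotrimazole plus chlorhexidine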
DAT uptake mod: human DAT dopamine uptake with cocaine, either direction; Q01959; AID 449768; 110,000 compounds, 1.3% hits; B-score at 10 µM; LLC-PK1 hDAT cells, [14C]-dopamine uptake with cocaine IC80; actives deviate in either direction;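 active = Z score or B-score, a plate-position-corrected score, falls beyond the plate's 99.7% confidence bounds, in either direction; inactive = both scores lie inside the 99.7% bounds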;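 also: scored against the spread of the other compound wells on the same plate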
Target sequence (Q01959 whole entry, looked up): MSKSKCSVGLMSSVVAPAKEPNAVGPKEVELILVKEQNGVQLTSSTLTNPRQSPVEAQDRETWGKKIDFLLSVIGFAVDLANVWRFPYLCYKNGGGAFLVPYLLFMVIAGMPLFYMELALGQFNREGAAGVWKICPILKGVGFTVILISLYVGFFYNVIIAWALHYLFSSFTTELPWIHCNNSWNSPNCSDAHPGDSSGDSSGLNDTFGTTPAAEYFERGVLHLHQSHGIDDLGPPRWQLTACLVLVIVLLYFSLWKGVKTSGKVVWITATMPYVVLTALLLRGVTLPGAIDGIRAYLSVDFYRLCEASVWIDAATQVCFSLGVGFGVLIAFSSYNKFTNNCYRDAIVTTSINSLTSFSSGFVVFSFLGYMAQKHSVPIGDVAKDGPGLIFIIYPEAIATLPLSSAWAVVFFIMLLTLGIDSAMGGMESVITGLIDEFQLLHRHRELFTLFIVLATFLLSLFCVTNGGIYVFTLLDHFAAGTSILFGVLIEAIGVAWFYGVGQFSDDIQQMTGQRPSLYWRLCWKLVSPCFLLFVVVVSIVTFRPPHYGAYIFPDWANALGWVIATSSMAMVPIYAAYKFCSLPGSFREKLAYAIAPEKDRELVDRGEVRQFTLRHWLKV
F-actin modifier: cytoskeleton assembly modification; HUVEC TNFa F-actin phalloidin imaging, high content; 91,000 compounds, 0.18% hits; inhibition, % at 2 µM;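 active = inhibition above the batch mean plus 3 SD and confirmed as a hit by visual image inspection, cut at about 30% in these data, passing the limit was not always enough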; also: strong numbers were not always called active
Smad3 inh: Smad3 (human) transcription factor binding inhibition; P84022; AID 630; inhibition, % at 25 µM; TR-FRET Smad3/Dy647-FoxH1 peptide binding, europium anti-His; 88,000 compounds, 0.29% hits;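 active = compounds that reduce the energy-transfer binding signal between the protein and its labelled peptide by more than half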;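 also: 0% = Smad3 plus labelled peptide maximal FRET and 100% = peptide-only background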
VCAM1 TNFa inh: reduces TNF alpha induced VCAM1 expression in HUVEC; HUVEC TNFa-induced VCAM-1 immunofluorescence, high-content imaging; inhibition, % at 2 µM; 95,000 compounds, 0.48% hits; AID 802;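 active = inhibition above the batch mean plus 3 SD, with images confirmed as a hit by eye, cut at about 37% in these data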;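 also: 0% = TNF-stimulated DMSO wells and 100% = unstimulated control wells; not every result past the cut was called active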
LYP inh 2: inhibitors of human LYP (PTPN22) phosphatase; Q9Y2R2; 96,000 compounds, 0.21% hits; recombinant LYP catalytic domain, DiFMUP fluorescence; inhibition, % at 2 µM;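 active = inhibition at 2 µM at or above a set limit, the screen mean plus 3 SD, cut at about 24% in these data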;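 also: 0% = DMSO with enzyme and 100% = enzyme fully blocked by orthovanadate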
Starred values were filed as active, the others as inactive; . = not tested or not shown; [ ] = remark or other dose. A portion of the library; rates above refer to the full screens.

SMILES | MT1-MMP txn act | HUVEC tox IL1B | HUVEC tox TNFa | Calb biofilm kill | DAT uptake mod | F-actin modifier | Smad3 inh | VCAM1 TNFa inh | LYP inh 2
O=c1[nH]nc2c3ccccc3cnn12 | 1 | . | -24 | 10 | -0.26 | -2 | -2 | 17 | -7
COCCCN(C(=O)Nc1ccccc1)C(C)c1ccncc1 (stereo unspecified) | 1.1 | 9 | -31 | 7 | -0.23 | 5 | 4 | -7 | -10
OC(CSc1ccccc1Cl)CN1CCN(c2ccc(F)cc2)CC1 (stereo unspecified) | . | -29 | -1 | . | 2.1 | -9 | . | 9 | 6
Cc1cc(NC(=O)Nc2cccc3ccccc23)no1 | 1.2 | . | -20 | 7 | -0.11 | -11 | 4 | 17 | -9
CC(C)c1ccc2oc(-c3ccc(NC(=O)c4ncn[nH]4)cc3)nc2c1 | 1 | -48 | -20 | 8 | -0.36 | 3 | 17 | 2 | 12
Cc1cc(-c2ccccc2)nc(N2CCC(C(=O)NCc3ccccc3Cl)CC2)n1 | 1.3 | -5 | 5 | 9 | -0.27 | -14 | 0 | 10 | -2
CC(C)n1cc(NC(=O)c2cc(-c3ccccc3)on2)cn1 | 1 | -1 | -1 | -4 | -0.67 | -8 | -15 | -18 | 12
COc1ccc2cc(C(c3nnnn3CC3CCCO3)N3CCOCC3)c(=O)[nH]c2c1 (stereo unspecified) | 0.9 | . | . | 4 | 0.37 | . | 15 | . | .
N#Cc1c(NCc2ccccc2)ccnc1NCc1cccnc1 | 0.9 | 19 | . | 10 | 0.0079 | 38 | 4 | 93* | -6
CCn1c(SCC(=O)c2ccc(Br)cc2)nnc1C(C)NC(=O)Cc1ccc(OC)cc1 (stereo unspecified) | . | -38 | -20 | 2 | -1.7 | 6 | 0 | 10 | 0
Cc1cc2oc(=O)cc(CN3CCOCC3)c2cc1C | 1.1 | -13 | -12 | 4 | -0.59 | -3 | 9 | 2 | 11
C=C1Cn2c(nnc2-c2ccc(Cl)cc2)S1 | 1 | -3 | -11 | 4 | 0.33 | 5 | 8 | -9 | 4
COc1ccccc1OCC(O)Cn1c(=N)n(CCN2CCCCC2)c2ccccc21 (stereo unspecified) | 1.1 | 3 | -10 | 5 | 0.00071 | 15 | 12 | 34 | 1
Cc1cccc(NC(=O)Nc2cc(C)on2)c1 | 1.5 | -9 | 6 | -3 | 1.6 | -4 | -1 | 7 | 7
CCOC(=O)c1cc(C#N)c(Oc2ccc(F)cc2)nc1-c1ccccc1 | . | -1 | 19 | . | 0.41 | -25 | . | -16 | 5
CCOC(=O)Nc1nc(C)c(C(=O)N(C)C)s1 | 1.1 | -18 | -20 | 5 | -1.5 | -22 | -2 | 6 | 2
CC(=O)Oc1c(C)cc(O)c2ccccc12 | 1.1 | -56 | 3 | -3 | 1.1 | -2 | 0 | -6 | -12
Cc1ccc2cccc(S(=O)(=O)N3CCN(c4ccccc4F)CC3)c2n1 | 1 | -5 | -7 | . | -0.01 | 15 | . | 7 | -3
CC1(C)NC(=O)N(CC(O)CN2C(=O)CCC2=O)C1=O (stereo unspecified) | 1.1 | 22 | 19 | 6 | -0.31 | 2 | 9 | -12 | -1
O=C(NCCCn1ccnc1)c1cc2c(s1)CCCCC2 | 1.1 | 9 | 7 | 0 | -0.64 | -10 | -19 | 17 | -1
COc1cc(NC(=O)c2ccccc2Cl)c(OC)cc1NC(=O)CN1CCOCC1 | 0.9 | 22 | -5 | 5 | 2.8 | -16 | -4 | -4 | 5
CCOc1ccc(C(=O)NC2CCN(S(=O)(=O)CC)CC2)cc1 | 1.1 | 14 | -12 | -4 | 0.58 | 50 | 0 | 7 | -1
CC(Oc1ccc(Cl)cc1)C(=O)Nc1nccs1 (stereo unspecified) | 1.2 | 22 | -11 | 7 | -0.86 | 19 | 6 | 3 | -12
O=C(O)c1[nH]c2ccccc2c1NS(=O)(=O)Cc1ccccc1 | 1.3 | 17 | . | 4 | -0.69 | 18 | 8 | . | 6
CN(c1ccccc1)S(=O)(=O)c1ccc(NC(=O)c2ccc(-c3ccccc3)cc2)cc1 | . | 13 | -31 | . | -1.5 | 9 | . | 5 | 15

The list goes on:
SMILES | MT1-MMP txn act | HUVEC tox IL1B | HUVEC tox TNFa | Calb biofilm kill | DAT uptake mod | F-actin modifier | Smad3 inh | VCAM1 TNFa inh | LYP inh 2
CC(=O)NCCn1c(SCc2cc(=O)n3cc(Cl)ccc3n2)nc2ccccc2c1=O | 1.1 | -7 | 7 | . | 1.4 | 28 | . | -7 | -4
Cc1cc(C)c2[nH]c(=S)cc(C)c2c1 | . | -18 | 4 | . | 0.49 | 14 | . | 32 | -7
COc1ccc(NCc2nnc(SCC(=O)N3CCCc4ccccc43)o2)cc1 | 1.1 | -13 | -16 | 4 | 0.4 | -5 | 3 | -8 | -1
Cc1nn(Cc2cccc(C(=O)NCC(C)C)c2)c(C)c1Br | 1.3 | -14 | -3 | . | 1.9 | 9 | 7[fluorescence artefact?] | -9 | 8
CS(=O)(=O)N(CC(=O)N1CCN(Cc2ccc3c(c2)OCO3)CC1)Cc1ccc(Cl)cc1 | 1.1 | -10 | 7 | 4 | -0.2 | 1 | 21 | -11 | -6
O=C(O)C1C2C=CC(O2)C1C(=O)NCc1ccc(Cl)cc1 (stereo unspecified) | 1 | -118 | -3 | 0 | -0.071 | 4 | -6 | -5 | 11
Cc1nnc(SCC(=O)Nc2ccc(Cl)cn2)n1Cc1ccccc1 | 1.1 | 4 | -19 | -2 | 0.055 | -4 | -10 | 20 | -4
CC(C)N(C(=O)c1ccccc1-c1ccccc1)C(C)C | 1.1 | -132 | -20 | 3 | -0.2 | 9 | 6 | -11 | 2
Cc1nc2ccccn2c1C(=O)CSc1ccccc1Cl | . | 10 | -8 | . | 0.016 | -1 | . | -13 | 5
CC(OC(=O)C1=Cc2ccccc2OC1)C(=O)NC1CCCC1 (stereo unspecified) | . | -13 | -19 | . | -0.48 | 29 | . | 4 | -1
O=C(O)c1cc2cc(Cl)ccc2oc1=O | 1 | -13 | -27 | -3 | -0.77 | 4 | 3 | -14 | 7
COc1ccc(OC)c(NC(=O)Nc2cccc(Cn3cccn3)c2)c1 | 1.1 | -32 | -16 | -1 | 1.3 | 13 | 14 | 2 | -2
CCc1ccc(OCc2nnc(SCCN3CCOCC3)n2C)cc1 | 1.2 | -85 | -7 | 2 | -0.38 | -5 | 5 | 16 | 0
COc1ccc(C2=NOC(C(=O)Nc3cccnc3)C2)cc1 (stereo unspecified) | 1 | 15 | -3 | 7 | -1.6 | -12 | 13 | -1 | 7
Cc1ccc(C)c(NC2=C(Cl)C(=O)OC2OC(=O)c2ccco2)c1 (stereo unspecified) | 1.1 | -18 | -3 | 1 | -0.87 | . | 10 | 15 | 0
CC1CCN(S(=O)(=O)c2ccc(S(=O)(=O)NCc3ccco3)cc2)CC1 | 1.1 | -14 | -7 | 6 | -1.1 | 8 | -8 | -20 | 13
COc1ccccc1OCCCn1cc(C#N)c2ccccc21 | 1 | 4 | -7 | -3 | -1.4 | -12 | 15 | -16 | 0
Cn1c(=O)c2c(nc(SCC(=O)NCc3ccco3)n2C)n(C)c1=O | 1 | -13 | 9 | 5 | -0.8 | 1 | -17 | 20 | -7
Oc1ccccc1-c1nc(NCCN2CCOCC2)c2ccccc2n1 | 1 | 14 | -4 | 8 | -0.4 | -13 | 14 | 29 | 3
Cc1nc(N(C)C)ncc1C(=O)O | 1.2 | -21 | -2 | 8 | -0.86 | -11 | -6 | -19 | -2
CCOC(=O)CC1=NC(=O)CS1 | 1.1 | . | . | 1 | -0.39 | . | 3 | . | .
O=C(CN1CCCC1)N1c2ccccc2Sc2ccc(C(F)(F)F)cc21 | 0.9 | 15 | . | 7 | -0.38 | 11 | -6[fluorescence artefact?] | -38 | -6
Cc1nnc(SCC(=O)N/N=C/c2cn(-c3ccccc3)nc2-c2ccccc2)n1-c1ccccc1 | . | 31 | -17 | . | 2.1 | 8 | . | -20 | 25*
COc1ccc(/C=C/c2ccncc2)c2ccccc12 | 1 | 2 | -20 | -1 | 0.37 | -1 | 8 | 17 | -10
O=C(O)CC1CCC(=C(Cl)Cl)C1 (stereo unspecified) | 1.3 | 1 | 4 | 5 | -0.00091 | 19 | -4 | 22 | -2

Additional records
SMILES | MT1-MMP txn act | HUVEC tox IL1B | HUVEC tox TNFa | Calb biofilm kill | DAT uptake mod | F-actin modifier | Smad3 inh | VCAM1 TNFa inh | LYP inh 2
Cc1ccc(Oc2nc3c(c(=O)n(Cc4ccccc4F)c(=O)n3C)n2C)cc1 | 1 | 0 | -27 | 5 | 0.053 | 5 | 3 | 18 | 2
Cc1cc(C(=O)COC(=O)c2n[nH]c3ccccc23)c(C)n1CC1CCCO1 (stereo unspecified) | 0.5 | -5 | 11 | 5 | 0.11 | -17 | -5 | 6 | 10
C=CCN1C(=NC(=O)CCC)SC2CS(=O)(=O)CC21 (stereo unspecified) | 1 | -21 | -28 | 4 | -0.64 | -11 | 7 | -4 | 1
C=CCOc1ccc(/C(O)=C2/C(=O)C(=O)N(CCN3CCOCC3)C2c2ccc(C)cc2)cc1 (stereo unspecified) | 1.2 | -42 | -20 | 10 | -0.14 | -6 | 2 | -19 | -1
COc1ccc(NC(=O)CCN2CCCC(C)C2)cc1 (stereo unspecified) | 1.1 | -4 | -16 | -2 | 1.3 | 16 | 0 | -7 | -12
Clc1ccc(Nc2nc(C3CC3)cs2)cc1 | . | 5 | -22 | . | . | 11 | . | -5 | -2
Cc1cccc(-c2ccc(C=Nc3c(C)n(C)n(-c4ccccc4)c3=O)o2)c1 | 1.3 | -43 | -39 | 11 | -0.36 | 18 | 5 | 15 | 2

From PubChem BioAssay
